proCasp7 act: activates human procaspase-7, counter-screen for procaspase-3 activators; activation, % at 8.5 µM; recombinant procaspase-7, Ac-DEVD-pNA absorbance 405 nm; D23A/D198A/D206A triple mutant, cannot self-cleave; scale: DMSO 0, 5 µM enzyme 100; actives 0.093% (n = 330,000);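 active means percent activation above the screen-wide mean plus 3 SD, cut at about 25% in these data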
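buffer or medium = Zinc-free HEPES/NaCl buffer, pH 7.4 | material = Procaspase-7 triple mutant (PC-7 D3A) | input = 2 µM procaspase-7 mutant as dispensed | signal = Epi-absorbance of released pNA at 405 nm, two timepoints | timing = 1 h preincubation, 2 h reaction | replicates = singlicate compound testing | evaluation = % activation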
LAP4 TOR yeast: alters LAP4-GFP fluorescence in TOR pathway yeast screen. S. cerevisiae LAP4-GFP multiplex, flow cytometry GFP, 3 h; median GFP as percent of DMSO wells. GFP response vs DMSO, % at 10 µM. actives 0.34% (n = 320,000). AID 2023;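 active means GFP response vs DMSO above a set limit, about the screen mean plus 3 SD, cut at about 150% in these data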
procasp3 activ: activates human procaspase-3 | P42574 | recombinant procaspase-3 D3A, Ac-DEVD-pNA absorbance 405 nm | activation, % at 8.5 µM | actives 0.11% (n = 330,000) | AID 463141;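 active means activation above the mean of all tested compounds plus 3 SD, cut at about 21% in these data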;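 further: 0% = DMSO alone and 100% = DMSO wells spiked with extra 5 µM PC-3 D3A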
Target sequence (P42574 whole entry D9A/D28A/D175A): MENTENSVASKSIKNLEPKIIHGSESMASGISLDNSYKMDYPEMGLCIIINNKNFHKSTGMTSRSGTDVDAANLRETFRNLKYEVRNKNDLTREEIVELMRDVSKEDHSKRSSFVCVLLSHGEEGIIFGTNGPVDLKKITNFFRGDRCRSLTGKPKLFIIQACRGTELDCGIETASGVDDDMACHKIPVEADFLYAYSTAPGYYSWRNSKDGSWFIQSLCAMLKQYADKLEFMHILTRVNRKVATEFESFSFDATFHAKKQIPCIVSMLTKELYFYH
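Evaluation: percent activation relative to control range; Material: Procaspase-3 D3A mutant, all three cleavage aspartates alanine; Compound: single dose, 8.5 µM nominal compound, 0.8% DMSO; Replication: one well per compound; Signal: absorbance at 405 nm, 0 and 120 min; Schedule: 1 h preincubation plus 2 h reaction at 25 °C.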
AGP1 TOR yeast: yeast TOR pathway AGP1-GFP modulation; S. cerevisiae AGP1-GFP multiplex flow cytometry, 3 h; GFP as percent of DMSO wells; GFP response vs DMSO, % at 10 µM; actives 0.02% (n = 320,000);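 active means GFP response relative to DMSO above a set limit, near screen average plus 3 SD, cut at about 150% in these data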;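 further: median GFP channel fluorescence of the gated AGP1 strain per well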
AHR act: activators of human aryl hydrocarbon receptor; P35869; AHR-responsive luciferase reporter cells, luminescence; actives 2.5% (n = 320,000); AID 2796; activation, % at 5 µM; in the data active means activation above about 47%;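 further: 0% = vehicle wells and 100% = reference agonist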
Target sequence (P35869 whole entry, looked up): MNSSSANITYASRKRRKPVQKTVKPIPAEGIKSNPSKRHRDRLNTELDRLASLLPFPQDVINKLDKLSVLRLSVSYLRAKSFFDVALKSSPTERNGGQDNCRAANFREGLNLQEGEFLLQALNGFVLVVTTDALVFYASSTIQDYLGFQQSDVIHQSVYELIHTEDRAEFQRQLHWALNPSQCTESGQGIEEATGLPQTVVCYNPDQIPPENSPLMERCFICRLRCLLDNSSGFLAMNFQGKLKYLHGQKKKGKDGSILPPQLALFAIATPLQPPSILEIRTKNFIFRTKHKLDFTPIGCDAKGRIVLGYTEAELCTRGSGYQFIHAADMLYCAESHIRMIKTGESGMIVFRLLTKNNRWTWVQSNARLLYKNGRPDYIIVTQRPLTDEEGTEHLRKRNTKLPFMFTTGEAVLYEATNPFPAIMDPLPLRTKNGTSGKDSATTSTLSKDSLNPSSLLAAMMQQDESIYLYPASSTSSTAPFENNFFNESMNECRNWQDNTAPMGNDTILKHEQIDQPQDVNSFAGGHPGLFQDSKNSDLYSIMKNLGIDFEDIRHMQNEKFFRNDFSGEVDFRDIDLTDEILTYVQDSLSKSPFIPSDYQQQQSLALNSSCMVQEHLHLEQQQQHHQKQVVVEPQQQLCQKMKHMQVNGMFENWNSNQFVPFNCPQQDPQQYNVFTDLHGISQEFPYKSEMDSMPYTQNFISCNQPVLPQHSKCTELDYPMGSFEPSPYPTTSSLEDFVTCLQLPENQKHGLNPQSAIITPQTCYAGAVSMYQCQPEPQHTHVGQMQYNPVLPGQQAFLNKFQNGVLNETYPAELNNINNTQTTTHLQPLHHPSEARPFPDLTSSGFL
RPL19A TOR yeast: modulators of TOR pathway RPL19A-GFP in S. cerevisiae; S. cerevisiae RPL19A-GFP strain, flow cytometry, 3 h; hits give low values; percent response vs DMSO, % at 10 µM; actives 0.3% (n = 330,000);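 active means percent response vs DMSO below 50%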;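 further: median channel GFP fluorescence of the barcoded RPL19A-GFP strain; ratio of sample median GFP to plate DMSO average so 100% = DMSO; lower means less RPL19A-GFP as with rapamycin TOR inhibition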
MEP2 TOR yeast: alters MEP2-GFP fluorescence in TOR pathway yeast screen; S. cerevisiae MEP2-GFP strain, flow cytometry GFP, 3 h; 100% = DMSO control level; GFP response vs DMSO, % at 10 µM; actives 0.51% (n = 330,000); AID 2016;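 active means GFP response versus DMSO above a set limit, roughly screen mean plus 3 SD, cut at about 180% in these data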;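 further: median GFP fluorescence of the barcode-gated MEP2-GFP cells per well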
CIT2 TOR yeast: alters CIT2-GFP fluorescence in TOR pathway yeast screen; actives 0.065% (n = 320,000); S. cerevisiae CIT2-GFP strain, flow cytometry, 3 h; 100 means same as DMSO wells; GFP response vs DMSO, % at 10 µM;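 active means GFP response relative to DMSO above a set limit, near the screen mean plus 3 SD, cut at about 150% in these data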;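 further: ratio of well median GFP fluorescence to mean of DMSO wells on the plate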
* marks the source's active call; other numbers are inactive results; · = not tested or not shown.

SMILES	proCasp7 act	RPL19A TOR yeast	AHR act	procasp3 activ	CIT2 TOR yeast	MEP2 TOR yeast	LAP4 TOR yeast	AGP1 TOR yeast
CCc1ccccc1N(C(=O)c1snc(C(N)=O)c1N)C(C(=O)NCC1CCCO1)c1ccc(C)o1 (stereo not drawn)	-3.6	106.9	79.1*	-6.5	105.7	104.2	92.0	99.7
Cn1nc(C(F)(F)F)c(-c2ccc(Br)cc2)c1NC(=O)c1cccnc1	2.8	99.6	4.0	8.0	97.6	95.1	119.5	106.7
CCOC(=O)c1c(CN(CC)CC)n(C)c2cc(Br)c(O)cc12	14.4	97.1	4.2	1.0	97.5	99.9	104.0	99.0
COc1ccc(N2CCN(C(=O)CN(c3ccccc3)S(C)(=O)=O)CC2)cc1	3.4	92.2	0.9	4.8	93.9	90.9	87.9	87.9
COc1ccc(N(CC(=O)NCC2CCCO2)S(=O)(=O)c2ccccc2)cc1OC (stereo not drawn)	-8.9	107.2	2.4	7.5	111.7	107.3	115.0	113.2
CCC(=O)c1ccc(OCC(=O)OCC(=O)NCC2CCCCC2)cc1	0.6	96.2	-0.4	9.1	103.0	97.4	103.5	109.9
COc1cccc(C(=O)Nc2ccc(C(=O)NCC3CCCO3)cc2)c1 (stereo not drawn)	7.5	92.2	15.6	0.4	88.6	98.0	98.4	96.9
CNc1cncc(C(=O)O)c1	6.7	106.0	1.0	-7.2	103.1	106.0	110.3	111.9
COc1ccc(NC(=O)N(C)C[C@H]2Oc3ccc(NC(=O)Nc4ccc(C(F)(F)F)cc4)cc3C(=O)N([C@H](C)CO)C[C@@H]2C)cc1	6.2	92.0	-1.4	7.2	94.1	105.9	99.0	91.9
COc1ccc(C(C)=O)cc1COC(=O)c1cc2ccccc2cc1O	-6.5	100.8	5.8	5.6	105.5	100.6	92.6	99.2
Nc1cccc(CCc2ccncc2)c1	-7.0	100.5	0.8	8.3	97.2	100.3	105.7	98.1
COc1ccc(C(=O)NCC(=O)N2CCN(C(=O)c3ccco3)CC2)cc1[N+](=O)[O-]	-2.1	105.8	0.8	0.9	114.3	107.0	88.9	97.5
C=CCSC1=NC(N)=C(C#N)C2(CCCCC2)C1C(N)=O (stereo not drawn)	0.3	103.9	-1.4	-0.1	88.8	106.1	102.7	102.4
CCOC(=O)c1c(N)sc(C(=O)N2CCCCC2)c1C	9.7	97.4	8.8	-0.9	94.9	103.5	102.7	97.1
COc1ccccc1-c1cc(C(F)(F)F)nc(N2CCN(c3ccccc3)CC2)n1	4.3	109.0	-1.1	10.0	96.1	100.8	·	107.3

Remaining list, next part.
SMILES	proCasp7 act	RPL19A TOR yeast	AHR act	procasp3 activ	CIT2 TOR yeast	MEP2 TOR yeast	LAP4 TOR yeast	AGP1 TOR yeast
COc1ccc(N(C)S(=O)(=O)c2cccc(C(=O)Nc3ccc4c(c3)OCCO4)c2)cc1	8.9	103.0	11.3	10.8	102.8	114.4	96.0	104.0
COc1ccc(CCNC(=O)CN2C(=O)NC(c3ccccc3)(c3ccccc3)C2=O)cc1	-4.6	98.7	3.5	12.9	93.7	95.6	94.3	94.0
COc1ccc(NC(=O)Nc2ccc(Cc3ccncc3)cc2)c(OC)c1	-3.9	96.0	-11.3	0.2	94.4	99.8	98.8	100.8
COc1ccccc1Nc1nc(NCCO)nc(N2CCCC2)n1	-4.3	92.4	10.6	6.9	67.5	94.2	123.4	77.9
CC(C)c1ccccc1OCC(=O)N(C)CC(=O)Nc1ccc(F)cc1	2.0	95.2	4.7	-5.4	98.6	109.6	98.7	101.4
COc1ccc(C2/C(=C(\O)c3ccc4c(c3)OCCO4)C(=O)C(=O)N2CCCN(C)C)c(OC)c1 (stereo not drawn)	-21.8	96.7	2.1	-6.0	99.6	95.1	96.4	98.2
CCOc1ccccc1C(=O)NCc1ccc2c(c1)OCO2	-4.4	92.4	12.0	4.7	82.3	97.9	98.2	91.9
O=C1N(S(=O)(=O)c2ccccc2F)C(=O)C2(CCCC2)N1S(=O)(=O)c1ccccc1F	5.5	98.6	1.2	3.2	101.6	101.3	92.0	98.6
COCCNC(=S)N/N=C/c1c2ccccc2cc2ccccc12	-7.0	105.9	15.8	-5.3	110.0	104.4	94.6	97.1
CCc1ccc(OCC(=O)NC(NC(=S)Nc2ccc(C)cc2C)C(Cl)(Cl)Cl)cc1 (stereo not drawn)	3.5	103.7	8.2	3.4	106.1	111.7	107.8	105.7
CC(C)(C)n1nnnc1C(c1cccnc1)N(Cc1ccccc1)Cc1ccco1 (stereo not drawn)	0.4	101.3	0.9	-8.6	108.0	102.0	99.3	109.7
COc1cc2c(cc1OC)C(C)N(C(=O)c1cc(C)on1)CC2 (stereo not drawn)	-2.5	102.5	-5.9	4.4	108.9	105.3	103.1	101.7
COc1ccc(NC(C)=O)cc1NC(C)C(=O)Nc1cccc2ccccc12 (stereo not drawn)	6.4	96.3	3.7	3.7	111.1	107.5	92.5	92.2
Cc1cc(C)nc(SCc2ccc(Cl)cc2)n1	15.2	102.4	-6.4	1.2	101.9	107.2	94.1	99.9
COc1cc(OC)c(C(=S)N2CCCC2)cc1OC	-6.2	107.8	1.1	-12.0	119.0	111.8	102.9	111.2

Entries above that contain bromine (2):
SMILES	proCasp7 act	RPL19A TOR yeast	AHR act	procasp3 activ	CIT2 TOR yeast	MEP2 TOR yeast	LAP4 TOR yeast	AGP1 TOR yeast
Cn1nc(C(F)(F)F)c(-c2ccc(Br)cc2)c1NC(=O)c1cccnc1	2.8	99.6	4.0	8.0	97.6	95.1	119.5	106.7
CCOC(=O)c1c(CN(CC)CC)n(C)c2cc(Br)c(O)cc12	14.4	97.1	4.2	1.0	97.5	99.9	104.0	99.0

Remaining list, next part.
SMILES	proCasp7 act	RPL19A TOR yeast	AHR act	procasp3 activ	CIT2 TOR yeast	MEP2 TOR yeast	LAP4 TOR yeast	AGP1 TOR yeast
CCOC(=O)CCCCCN1C(=O)c2cccc3cccc(c23)C1=O	-11.3	100.0	-2.2	0.5	101.5	108.8	90.9	89.8
O=C(CCN1C(=O)c2ccccc2S1(=O)=O)N1CCN(c2cccc(Cl)c2)CC1	-1.7	98.5	1.4	13.1	88.7	98.1	115.6	108.8
CN(C)c1nc(F)c(F)c(S(=O)(=O)c2ccccc2)c1F	0.0	106.4	0.3	5.0	99.4	109.6	94.5	93.6
CCOC(=O)c1c(-c2ccc(OC)cc2)oc2ccc(OCC(N)=O)cc12	3.2	106.0	5.0	1.5	103.5	105.7	96.8	104.2
Cn1cc(S(=O)(=O)N2CCCC2)cc1C(=O)NCc1ccccc1Cl	2.0	95.0	-0.8	12.3	91.5	102.8	95.8	93.4
O=C(O)c1ccc(-c2nc(-c3ccccc3Cl)cs2)cc1	5.0	103.1	7.3	3.9	99.2	98.4	101.5	94.5
CCn1c(SCC(=O)Nc2cc(C)on2)nnc1-c1ccc(OC)cc1	8.9	95.2	-0.9	1.9	94.4	96.2	95.9	93.3
CCCc1nnc(SCC(=O)O)n1CC	8.3	108.3	-2.4	-3.1	109.2	102.6	101.8	106.5
CCOC(=O)N1CCC(NS(=O)(=O)c2cc3c(cc2C)NC(=O)CO3)CC1	5.9	101.4	-1.1	-9.4	98.2	100.0	101.9	100.5
COC(=O)C1=C(O)/C(=C\c2ccc(CNS(=O)(=O)c3ccc(Cl)cc3)o2)N=C1C	-10.5	93.1	1.3	-9.1	92.9	90.2	114.9	97.3
N=C(N)Cc1ccccc1Sc1ccccc1	6.3	101.1	-1.9	-4.6	102.3	107.0	101.9	99.2
CN(C)c1ccc(CNn2cnnc2)cc1	2.6	97.8	-1.1	-4.7	98.0	92.5	87.0	101.5
CN(CCOC(=O)CN1C(=O)c2ccccc2C1=O)C1=NS(=O)(=O)c2ccccc21	2.6	101.8	0.0	-5.7	100.0	94.0	90.7	91.5
CCn1cc(CCC(=O)NCc2ccc(F)cc2)c2ccccc21	2.6	109.4	9.2	4.5	112.7	105.3	92.6	105.5
O=[N+]([O-])c1cccc(CN2CCN(Cc3ccco3)CC2)c1	0.7	105.5	0.1	-9.8	97.8	105.8	96.0	101.3

(continued)
SMILES	proCasp7 act	RPL19A TOR yeast	AHR act	procasp3 activ	CIT2 TOR yeast	MEP2 TOR yeast	LAP4 TOR yeast	AGP1 TOR yeast
Cc1ccc(C(=O)NCCCNC(=O)Cc2ccccc2)cn1	7.1	103.5	0.3	-7.6	96.0	104.2	90.7	92.8
O=Cc1ccc(Sc2nnc(-c3ccccc3)o2)c([N+](=O)[O-])c1	1.2	96.2	-2.5	7.8	·	101.7	105.2	89.5
Cn1c(=NC(=O)c2cnccn2)sc2ccccc21	-0.3	93.5	13.9	0.6	85.8	95.7	93.8	91.9
Cc1ccc(S(=O)(=O)N2CCOCC2)cc1C(=O)Nc1ccc(-c2cn3ccsc3n2)cc1	3.3	103.5	-5.5	-3.9	108.0	103.0	96.5	98.3
COc1ccc(N2CCN(C(=O)CCCCCn3c(=S)[nH]c4cc5c(cc4c3=O)OCO5)CC2)cc1	5.8	109.8	4.3	7.2	96.5	104.0	106.8	90.2
Cc1c(Cl)cnc(NC(=O)CSc2nnc(C)n2Cc2ccccc2)c1Cl	-7.2	102.5	5.1	1.5	98.9	104.9	103.0	97.8
Cc1onc(C(=O)/C=C/N(C)C)c1C(=O)Nc1nccs1	2.0	98.9	7.9	8.7	101.6	102.2	93.6	104.1
CC[C@@]12C(=O)N(c3cccc(Cl)c3)C(=O)N1[C@H](c1ccc(Br)cc1)[C@@H]1C(=O)N(C(C)(C)C)C(=O)[C@@H]12	-7.1	94.6	2.2	4.1	72.0	94.2	125.7	81.8
Brc1cccc(OCCCNC2CCCC2)c1	0.6	104.9	0.3	2.4	106.8	104.4	97.7	98.0
O=C1CN(C(=O)c2c(F)cccc2F)C(c2ccc(F)cc2)c2cc(Br)ccc2N1 (stereo not drawn)	8.1	102.7	3.0	0.7	102.8	100.7	105.2	104.2
Cc1cc(C)c([N+](=O)[O-])cc1-c1ccc(/C=N/NC(=O)c2nonc2N)o1	-7.0	87.1	1.4	-5.7	89.5	92.4	92.6	90.1
CC(=O)c1ccc(NC(=O)CSc2nnc(Cn3cnc4ccccc43)o2)cc1	-4.3	95.8	0.2	4.5	92.4	102.3	96.0	95.8
CN(C)c1ccc(/C=N/NC(=O)C(O)(c2ccccc2)c2ccccc2)o1	8.6	103.8	-1.6	3.2	103.1	106.8	100.9	109.9
CCOC(=O)c1c(C)sc2c1N(C(=O)CN1CCOCC1)c1cc(Cl)ccc1S2	5.6	95.2	11.5	1.5	97.7	99.2	96.2	96.1
Cc1nnc(-c2cnn(C)c2N)n1CCCN(C)C	1.3	105.3	13.8	2.5	105.6	93.6	87.3	103.3

Next part
SMILES	proCasp7 act	RPL19A TOR yeast	AHR act	procasp3 activ	CIT2 TOR yeast	MEP2 TOR yeast	LAP4 TOR yeast	AGP1 TOR yeast
O=c1cc(O)n(C2CCCCCC2)c(=O)[nH]1	-19.6	101.5	0.0	-7.6	95.8	100.5	·	100.2
CC1c2[nH]c3ccccc3c2CCN1C(=O)Nc1ccccc1 (stereo not drawn)	-8.8	98.5	5.0	-6.7	92.9	97.3	111.7	99.0
Cc1sc2ncnc(SCC(=O)NC(=O)c3cccn3C)c2c1C	-0.3	95.7	3.1	13.7	103.5	99.1	100.0	102.6
Cc1ccc(C)c(NC(=S)/C(=C(\[O-])c2ccc(OC(F)F)cc2)[n+]2ccccc2)c1	2.5	92.9	6.5	1.4	95.8	101.4	96.3	100.6
Cc1ccc(S(=O)(=O)Nc2ccc(N3CCCCC3)cc2)cc1	3.7	92.3	1.7	-5.4	·	97.6	95.6	94.0
